VHR inh abs: inhibitors of human VHR1 phosphatase (DUSP3). recombinant VHR phosphatase, pNPP absorbance. P51452. inhibition, % at 13.3 µM. 0.52% of 290,000 active; in the data active = inhibition above about 50%; also: some compounds called inactive have numbers as strong as hits
Y pestis TopoI: blocks Yersinia pestis topoisomerase I activity | Y. pestis Topo-I cleavage product accumulation, plate reader | activity, % at 10 µM | 0.064% of 360,000 active; in the data active = activity above about 50%, passing the limit was not always enough; inconclusive = no clear call, values can overlap the other calls; also: inactives centre near 2
PfHsp40 yeast: restores yeast growth despite PfHsp40 toxicity; growth rescue, % at 12.5 µM; S. cerevisiae expressing PfHsp40, growth rescue, ATP luminescence; AID 504582; 0.68% of 340,000 active; in the data active = growth rescue above about 28%, passing the limit was not always enough; inconclusive = no clear call, values can overlap the other calls;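 also: yeast W303a lacking pdr1 and pdr3 grown in galactose medium; growth measured after three days at 30 °C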
SARS 3CLpro inh: SARS-CoV 3CLpro protease inhibition | 0.14% of 290,000 active | AID 1706 | recombinant SARS-CoV 3CLpro, quenched FRET peptide cleavage | P0C6X7 | inhibition, % at 6 µM; in the data active = inhibition above about 12%
BoNT A protease: BoNT A light chain protease inhibition. multiplex microsphere protease substrate cleavage, flow cytometry. 0.17% of 360,000 active. inhibition, % at 10 µM; also: plate controls were buffer without enzyme for full effect and enzyme alone for no effect
PriA SSB inh: K. pneumoniae PriA-SSBct interaction inhibition. 0.6% of 430,000 active. AlphaScreen SSBct-PriA binding, biotinylated peptide. inhibition, % at 33 µM; in the data active = inhibition mostly above about 37%, no sharp cut-off; inactive = mostly below about 20%;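 also: plate controls were negative control peptide for no effect and reference peptide for full effect; strong numbers were not always called active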
Vc quorum ag: inducers of Vibrio cholerae quorum light production without autoinducers | V. cholerae BH1578 lux reporter, luminescence, 6 h | AID 588436 | 0.16% of 350,000 active | activation, % at 18.7 µM; in the data active = activation mostly above about 9.7%, no sharp cut-off; inconclusive = no clear call, values can overlap the other calls; inactive = mostly below about 3.7%; also: not every result past the cut was called active; inactives centre near 0; reference of the scale not given here
TcdB GH inh: inhibitors of Clostridioides difficile toxin B glycohydrolase. P18177. TcdB glycohydrolase enzymatic assay, plate reader. inhibition, % at 9.99 µM. 0.24% of 350,000 active; in the data active = inhibition above about 10%
Target sequence (P18177 whole entry, looked up): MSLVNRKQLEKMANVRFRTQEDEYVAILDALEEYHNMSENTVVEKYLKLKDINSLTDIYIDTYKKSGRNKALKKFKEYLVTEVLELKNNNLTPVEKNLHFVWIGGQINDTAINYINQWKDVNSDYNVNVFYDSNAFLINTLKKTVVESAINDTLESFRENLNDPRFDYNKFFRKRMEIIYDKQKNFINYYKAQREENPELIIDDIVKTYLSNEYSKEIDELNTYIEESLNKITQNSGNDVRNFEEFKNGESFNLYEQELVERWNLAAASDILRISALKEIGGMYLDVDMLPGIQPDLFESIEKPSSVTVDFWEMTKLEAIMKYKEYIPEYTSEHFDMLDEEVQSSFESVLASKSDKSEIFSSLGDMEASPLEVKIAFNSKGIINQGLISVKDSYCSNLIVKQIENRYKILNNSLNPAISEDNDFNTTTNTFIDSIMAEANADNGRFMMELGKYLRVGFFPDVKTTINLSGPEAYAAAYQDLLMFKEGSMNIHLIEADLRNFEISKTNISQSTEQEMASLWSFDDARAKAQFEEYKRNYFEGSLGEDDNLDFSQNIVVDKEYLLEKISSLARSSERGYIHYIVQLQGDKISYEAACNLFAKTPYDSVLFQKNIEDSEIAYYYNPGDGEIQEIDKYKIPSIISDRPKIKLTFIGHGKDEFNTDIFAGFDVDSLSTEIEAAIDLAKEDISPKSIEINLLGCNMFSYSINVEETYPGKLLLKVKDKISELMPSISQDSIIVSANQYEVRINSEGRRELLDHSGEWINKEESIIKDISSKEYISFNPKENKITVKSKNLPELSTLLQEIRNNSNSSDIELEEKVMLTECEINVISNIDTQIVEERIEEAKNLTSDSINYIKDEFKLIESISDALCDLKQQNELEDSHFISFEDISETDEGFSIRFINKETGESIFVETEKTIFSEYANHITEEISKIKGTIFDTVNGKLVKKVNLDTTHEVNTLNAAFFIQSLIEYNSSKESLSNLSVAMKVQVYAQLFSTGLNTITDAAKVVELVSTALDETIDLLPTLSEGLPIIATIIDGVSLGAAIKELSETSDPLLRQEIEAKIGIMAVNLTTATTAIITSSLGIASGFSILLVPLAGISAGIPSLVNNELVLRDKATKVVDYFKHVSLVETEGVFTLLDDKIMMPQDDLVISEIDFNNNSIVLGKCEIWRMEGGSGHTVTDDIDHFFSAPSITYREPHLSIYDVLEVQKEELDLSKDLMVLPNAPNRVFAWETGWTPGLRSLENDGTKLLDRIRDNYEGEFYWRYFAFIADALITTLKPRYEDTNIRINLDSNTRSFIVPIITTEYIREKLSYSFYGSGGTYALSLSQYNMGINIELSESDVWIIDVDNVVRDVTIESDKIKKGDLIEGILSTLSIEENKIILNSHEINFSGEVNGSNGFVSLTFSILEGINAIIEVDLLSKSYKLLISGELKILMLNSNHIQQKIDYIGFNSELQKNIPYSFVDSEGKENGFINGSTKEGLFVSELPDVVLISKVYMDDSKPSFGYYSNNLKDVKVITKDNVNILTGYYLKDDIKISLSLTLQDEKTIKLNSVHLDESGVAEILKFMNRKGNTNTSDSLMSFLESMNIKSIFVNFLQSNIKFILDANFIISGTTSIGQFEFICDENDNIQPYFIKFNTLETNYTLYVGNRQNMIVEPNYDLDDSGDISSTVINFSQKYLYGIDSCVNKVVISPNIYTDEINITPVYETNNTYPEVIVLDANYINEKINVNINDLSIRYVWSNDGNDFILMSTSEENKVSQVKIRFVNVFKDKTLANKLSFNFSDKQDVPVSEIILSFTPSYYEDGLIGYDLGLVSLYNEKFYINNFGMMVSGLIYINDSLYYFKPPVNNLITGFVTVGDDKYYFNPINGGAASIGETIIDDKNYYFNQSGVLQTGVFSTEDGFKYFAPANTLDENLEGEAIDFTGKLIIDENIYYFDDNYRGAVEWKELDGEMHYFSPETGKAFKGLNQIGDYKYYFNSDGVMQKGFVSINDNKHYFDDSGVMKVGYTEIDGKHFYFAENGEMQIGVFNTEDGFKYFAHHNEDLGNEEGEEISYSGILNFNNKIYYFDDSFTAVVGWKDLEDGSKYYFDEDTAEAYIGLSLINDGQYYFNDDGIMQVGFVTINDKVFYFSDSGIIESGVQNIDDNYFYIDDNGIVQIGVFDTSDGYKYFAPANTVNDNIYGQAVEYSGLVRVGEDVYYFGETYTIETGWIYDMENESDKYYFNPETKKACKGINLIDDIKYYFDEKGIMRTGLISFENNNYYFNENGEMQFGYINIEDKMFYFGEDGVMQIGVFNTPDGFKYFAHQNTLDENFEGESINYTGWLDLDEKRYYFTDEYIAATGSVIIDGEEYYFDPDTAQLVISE
Anthrax LF prot: anthrax lethal factor protease inhibition. 0.12% of 360,000 active. inhibition, % at 10 µM. multiplex microsphere protease cleavage assay, LF. AID 588501; also: plate controls were buffer without enzyme for full effect and enzyme alone for no effect
CCHFV vOTU inh: CCHFV vOTU protease inhibition. Pep-AMC fluorescence. inhibition, % at 11.5 µM. 0.55% of 370,000 active; in the data active = inhibition above about 30%; also: 0% = vehicle wells with enzyme and 100% = no enzyme wells
An asterisk follows results filed as active; i = inactive; u = inconclusive; x = not tested or not shown; & = joins results of further samples. Rule as the data show it, unless noted: active = inhibition above about 30%; inconclusive = no clear call, values can overlap the other calls; inactive = below that.

SMILES | VHR inh abs | Y pestis TopoI | PfHsp40 yeast | SARS 3CLpro inh | BoNT A protease | PriA SSB inh | Vc quorum ag | TcdB GH inh | Anthrax LF prot | CCHFV vOTU inh
Cc1ccc(N2CC(C(=O)Nc3cccc(F)c3)CC2=O)cc1 (stereo not drawn) | 15 | -10 | -0.7 | 0 | -0.3 | 4 | -0.5 | 0.2 | -6 | -15
O=C(Nc1ccccc1Oc1ccccc1)c1cc([N+](=O)[O-])ccc1Cl | 5 | -10 | 1.3 | 1 | -1.1 | 34 | -0.6 | x | -3 | 6
NC(=O)c1ccc(NC(=O)c2ccc(COc3ccccc3Br)cc2)cc1 | x | 1 | 0.4 | x | -2.1 | -3 | i | -1.3 | -2 | -3
Cc1cccc(NC(=S)NC(=O)c2ccco2)n1 | -8 | 4 | 0.0 | 1 | -0.7 | -15 | -3.7 | x | 0 | -16
COC(=O)COc1ccc(S(=O)(=O)NCCC2=CCCCC2)cc1Cl | -18 | 39 | -0.6 | 1 | 0.3 | -11 | -12 | x | -1 | 14
Cc1cc(C(=O)NNC(=O)c2ccc(C(F)(F)F)cc2)no1 | 4 | 4 | 0.2 | 2 | -0.5 | -8 | -0.4 | 1.1 | -4 | -8
O=C(COC(=O)c1cccnc1Cl)NCc1ccc(F)cc1 | x | 3 | 1.1 | x | 0.2 | -18 | 1.0 | 2.9 | -4 | -3
FC(F)(F)c1cnc(NNC(=S)Nc2ccccc2Cl)c(Cl)c1 | -12 | -4 | 0.4 | 0 | -1.1 | -11 | -0.6 | x | -4 | 16
CC1Cc2cc(/C(O)=C3/C(=O)C(=O)N(CCCn4ccnc4)C3c3ccc(F)cc3)ccc2O1 (stereo not drawn) | 5 | -5 | 0.2 | 0 | -0.1 | x | -0.2 | 4.0 | 1 | 10
COc1ccc(NC(=S)NCCc2c[nH]c3ccccc23)cc1 | 5 | 1 | 0.5 | 2 | -0.2 | 25 | 0.8 | x | -2 | 5
CC(=O)Nc1cc(C(=O)O)ccc1S(=O)(=O)c1ccc(Cl)cc1 | 8 | -5 | -1.4 | 3 | 4.7 | -9 | i | x | 0 | -5
COc1cccc(NC(=O)Cc2nnc(SCC(=O)c3ccccc3)n2C)c1 | 9 | -1 | -0.3 | -7 | 0.3 | -10 | i | x | 3 | 13

Reformatted: five of the compounds above
mol	VHR inh abs	Y pestis TopoI	PfHsp40 yeast	SARS 3CLpro inh	BoNT A protease	PriA SSB inh	Vc quorum ag	TcdB GH inh	Anthrax LF prot	CCHFV vOTU inh
Cc1cccc(NC(=S)NC(=O)c2ccco2)n1	-8	4	0.0	1	-0.7	-15	-3.7	x	0	-16
COC(=O)COc1ccc(S(=O)(=O)NCCC2=CCCCC2)cc1Cl	-18	39	-0.6	1	0.3	-11	-12	x	-1	14
Cc1cc(C(=O)NNC(=O)c2ccc(C(F)(F)F)cc2)no1	4	4	0.2	2	-0.5	-8	-0.4	1.1	-4	-8
O=C(COC(=O)c1cccnc1Cl)NCc1ccc(F)cc1	x	3	1.1	x	0.2	-18	1.0	2.9	-4	-3
FC(F)(F)c1cnc(NNC(=S)Nc2ccccc2Cl)c(Cl)c1	-12	-4	0.4	0	-1.1	-11	-0.6	x	-4	16

(list continues)
SMILES | VHR inh abs | Y pestis TopoI | PfHsp40 yeast | SARS 3CLpro inh | BoNT A protease | PriA SSB inh | Vc quorum ag | TcdB GH inh | Anthrax LF prot | CCHFV vOTU inh
O=C(NC12CC3CC(CC(C3)C1)C2)c1ccccc1 | 27 | -9 | -1.3 | 0 | 0.0 | -14 | 2.0 | 0.7 | -4 | -6
O=C(c1ccccc1)c1ccc(Cn2cc(CCCO)nn2)cc1 | 36 | 3 | 0.1 | -8 | 0.0 | -9 | -1.2 | 3.5 | -5 | 12
CCC/C(O)=C1\C(=O)CC(C)(C)CC1=Nc1ccc(OC)cc1 | 22 | 6 | 1.2 | -4 | 3.5 | x | 1.1 | 0.7 | -14 | 17
O=C(COc1ccc(Br)cc1)N/N=C1\SCC(=O)N1c1ccc(F)cc1 | 17 | -8 | 0.6 | 2 | -1.1 | x | -0.1 | x | -2 | 11
COc1ccccc1NS(=O)(=O)c1cccc(N2CC(O)=C(c3ccccc3)C2=N)c1 | -1 | -7 | 0.0 | 5 | 0.5 | 7 | -0.2 | 1.5 | -1 | 8
Cc1cccc(CCNC(=O)C2CCN(S(=O)(=O)c3cccc4nsnc34)CC2)c1 | -2 | -3 | 0.1 | -3 | 2.8 | 2 | 1.8 | 0.4 | 5 | 2
O=C(Nc1ccccc1C(=O)NC(Cc1ccccc1)C(=O)O)c1ccco1 (stereo not drawn) | -22 | -2 | 0.4 | -3 | 1.9 | -15 | -0.3 | 2.6 | -17 | 4
O=S1(=O)CC(N2CC=CC2)CN1C1CCCCC1 (stereo not drawn) | x | x | x | x | 0.4 | x | x | -0.9 | -2 | 1
Cc1ccc(C)c(NC(=O)C2CC(O)CN2C(=O)Oc2ccccc2)c1 (stereo not drawn) | 20 | 1 | -0.8 | 0 | -2.4 | -8 | i | -0.1 | -3 | 7
C=CCN1C(=O)NC(=O)/C(=C/c2ccc(OCC(=O)Nc3ccc(C)cc3)cc2)C1=O | 11 | 14 | 0.7 | 0 | 0.4 | -9 | i | -1.9 | -3 | 3
CCC(C)NCCOc1ccccc1C (stereo not drawn) | -11 | 2 | 0.7 | 2 | -0.7 | 10 | 24* | 1.5 | -9 | -6
Cc1c(C(=O)COC(C)(C)C)[nH]c2ccccc12 | 18 | -8 | -0.6 | 0 | 0.5 | 2 | i | x | -1 | 9
Cc1nn(-c2ccccc2)c(N2CCCC2)c1/C=N/Nc1ccc(S(N)(=O)=O)cc1[N+](=O)[O-] | 7 | 1 | -0.8 | -3 | -0.7 | x | 6.9 | 2.1 | -5 | 3
Cc1sc2ncnc(SCC(=O)NC(C)C(C)C)c2c1C (stereo not drawn) | -6 | -1 | -0.4 | 0 | 0.3 | -10 | i | -2.3 | -4 | -12
Cc1c(OCC(=O)NCC(O)c2ccccc2)ccc2c3c(c(=O)oc12)CCCC3 (stereo not drawn) | -6 | 17 | 0.8 | -6 | -1.4 | -10 | 0.2 | 1.9 | 1 | -7
c1cc(-c2cccs2)nc(-c2cccs2)c1 | 33 | 3 | 0.5 | -6 | -0.3 | -15 | -0.5 | -0.3 | 0 | -2
COc1ccccc1CNC(=O)CCNC(=O)Cn1ccc2ccccc2c1=O | -13 | 0 | -0.3 | 3 | -1.5 | -3 | i | x | 6 | 11
CC(C)C(=O)N1N=C(c2ccc(NS(C)(=O)=O)cc2)CC1c1cccs1 (stereo not drawn) | 1 | -6 | 0.5 | -1 | -0.9 | 4 | i | 5.3 | -1 | -242
NCc1cccc(-n2cccn2)c1 | -15 | -2 | -0.3 | 4 | u | -14 | i | x | 0 | 0
CC(=O)NCCNC(=O)c1ccc(Cn2c(=O)[nH]c3ccsc3c2=O)cc1 | -13 | -4 | 3.4 | 0 | -1.7 | 1 | -1.1 | 1.4 | 6 | 0
CCOc1ccc(NC(=O)Cn2nnc3c(cnn3-c3ccc(F)cc3)c2=O)cc1 | 17 | 0 | 0.7 | -3 | 0.3 | -8 | i | -0.2 | -2 | -1
COc1ccccc1C(=O)Nc1sc2c(c1C(N)=O)CCCC2 | 18 | 11 | -1.2 | -6 | -1.6 | 6&-16 | i | 1.1 | 0 | 8
O=c1[nH]c2ccccc2c(O)c1O | 30 | -8 | -1.1 | 3 | 2.3 | 4 | -0.5 | -2.8 | -12 | -20
CC(=O)Nc1nnc(-c2ccco2)o1 | 22 | 5 | -0.4 | 1 | 0.1 | -11 | -0.9 | 0.3 | 2 | 13
NC(=O)c1ccc[n+](CC(=O)Nc2ccccc2C(=O)O)c1 | -4 | 5 | -0.2 | -3 | 1.8 | -18 | -0.5 | 0.3 | 4 | 0
CC(C)C(NS(=O)(=O)c1cccs1)C(=O)Nc1nc(C(C)(C)C)cs1 (stereo not drawn) | 12 | 9 | -0.5 | 0 | 0.0 | -6 | -0.1 | 1.7 | 0 | -9
COc1ccc(S(=O)(=O)N(C)C[C@H]2Oc3c(NS(=O)(=O)c4ccc(F)cc4)cccc3C(=O)N([C@H](C)CO)C[C@@H]2C)cc1 | x | 16 | 0.5 | x | -0.4 | -1 | -0.8 | 0.6&-4.0 | -1 | 8
CN1CCN(c2ccc(C(CC(N)=O)NC(=O)c3ccccc3)cc2[N+](=O)[O-])CC1 (stereo not drawn) | 2 | 9 | 37* | -2 | -0.5 | -3 | 2.6 | 1.4 | -6 | -14
Cc1ccc(S(=O)(=O)N2CCN(C(=O)CN3C(=O)NC(C)(c4ccc5ccccc5c4)C3=O)CC2)cc1 (stereo not drawn) | x | 12 | 1.4 | x | 0.2 | -1 | -0.3 | -0.2 | 0 | -3
Cc1cc(-c2nnc(SCC(=O)Nc3ccc(S(N)(=O)=O)cc3)n2N)n[nH]1 | 12 | -4 | 1.0 | 3 | 0.4 | -2 | 0.3 | 2.5 | 3 | -1
CCN(CC)C(=O)CC(c1ccc(F)cc1)c1ccc(OC)cc1 (stereo not drawn) | 17 | 20 | 0.5 | 1 | -0.8 | -16 | 0.3 | x | 0 | 3
Cc1cccc(Nc2nc(N)nc(CSC(=S)N3CCOCC3)n2)c1 | 5 | -6 | -0.5 | -1 | -0.9 | -15 | -0.4 | x | 0 | -3
COc1ccc2c(c1)c(C(=O)O)c(C)n2-c1ccccc1 | 5 | 1 | -0.2 | 2 | -1.4 | 0 | -0.3 | 0.0 | -9 | 5
Cc1ccc(-n2c(O)c(/C=N/Nc3ccccc3)c(=O)[nH]c2=O)cc1C | -2 | x | x | -2 | x | x | x | 0.1 | x | 2
Cc1ccc(-n2nc3c(c2NC(=O)c2ccco2)CS(=O)(=O)C3)c(C)c1 | 30 | 3 | -0.1 | 1 | 1.4 | 0 | -0.4 | -0.2 | 0 | -13
COC(=O)CNC(=O)c1ccc(NS(=O)(=O)c2cc([N+](=O)[O-])ccc2Cl)cc1 | -1 | -3 | 1.9 | -1 | -0.1 | -3 | i | -0.6 | 7 | -5
O=C(CN1C(=O)NC2(CCCC2)C1=O)N1CCN(Cc2ccccc2)CC1 | x | -2 | 2.4 | x | -3.1 | -11 | i | 1.7 | -6 | 7
Clc1ccc(CSc2ncn[nH]2)cc1 | 8 | 5 | 0.3 | -6 | 0.4 | -13 | x | 0.3 | 0 | -1
Cc1nn(C)c(C)c1Nc1ccc(N2C(=O)C3C4C=CC(C4)C3C2=O)cc1[N+](=O)[O-] (stereo not drawn) | 21 | 10 | 0.1 | -3 | 0.3 | 3 | 2.1 | -0.5 | -8 | -3

These rows are one share of the data, so the mix of outcomes need not match the whole.
